# Compound activity as filed in PubChem.
# EPAC1 antagonist – EPAC1 (human) antagonism | O95398 | EPAC1 GEF assay, Rap1b-BODIPY-GDP exchange fluorescence | Potency, µM (series often up to 115 µM), without a hit: at the top dose activity change, negative = inhibition, usual class: inhibitors | 0.14% of 360,000 active;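 also: potency is read from the fitted curve at half-maximal effect; plate controls were vehicle for no effect and positive control for full effect; nearly all actives have a fitted effect of over 50% in size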
# IL-2 act – IL-2 activation. IL-2 activation reporter assay, cell-based qHTS; stimulated with anti-CD3/CD4/CD28 beads; in transgenic mouse T cells. activation, % (series mostly up to about 46 µM). 0.065% of 360,000 active; in the data active = activation above about 50%; inconclusive = mostly about 30% to 49%; also: 0% is about no effect
#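 Unstimulated transgenic mouse T cells preincubated 60 min with compound, then stimulated with anti-CD3/anti-CD4-coated beads plus anti-CD28 for 18 h at 37 degrees C. IL-2 response read as EGFP and DsRed fluorescence by plate cytometry.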
# EPAC1 ag – EPAC1 (human) agonism. 0.073% of 360,000 active. EPAC1 agonist qHTS, biochemical assay; response scale: 100% = response to 6.5 mM cAMP. Potency, µM (titrated, usually from 154 µM), inactives show at the top dose activation, hits mostly activators; also: potency is read from the fitted curve at half-maximal effect; nearly all actives have a fitted effect of over 60% in size
#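 Normalized to 6.5 mM cAMP, activity reflects EPAC1-catalysed release of BODIPY-GDP from Rap1B, followed kinetically over 30 min at 480 nm excitation, 540 nm emission. Reaction contained 100 nM EPAC1, 250 nM Rap1B-BODIPY-GDP, 50 uM GDP.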
# PLK1 PBD block – inhibitors of human PLK1 polo-box domain binding | Plk1 PBD binding of FITC phosphopeptide, fluorescence polarization | Potency, µM, for the others: max response, negative = inhibition, actives largely listed as inhibitors | AID 720504 | 2.8% of 360,000 active; also: potency is read from the fitted curve at half-maximal effect; series mostly up to about 57 µM; % is scaled to controls: 0 for no effect and ±100 for the full control effect; nearly all actives have a fitted effect of over 65% in size
# Target sequence (P53350 whole entry, looked up, the tested form may be a part): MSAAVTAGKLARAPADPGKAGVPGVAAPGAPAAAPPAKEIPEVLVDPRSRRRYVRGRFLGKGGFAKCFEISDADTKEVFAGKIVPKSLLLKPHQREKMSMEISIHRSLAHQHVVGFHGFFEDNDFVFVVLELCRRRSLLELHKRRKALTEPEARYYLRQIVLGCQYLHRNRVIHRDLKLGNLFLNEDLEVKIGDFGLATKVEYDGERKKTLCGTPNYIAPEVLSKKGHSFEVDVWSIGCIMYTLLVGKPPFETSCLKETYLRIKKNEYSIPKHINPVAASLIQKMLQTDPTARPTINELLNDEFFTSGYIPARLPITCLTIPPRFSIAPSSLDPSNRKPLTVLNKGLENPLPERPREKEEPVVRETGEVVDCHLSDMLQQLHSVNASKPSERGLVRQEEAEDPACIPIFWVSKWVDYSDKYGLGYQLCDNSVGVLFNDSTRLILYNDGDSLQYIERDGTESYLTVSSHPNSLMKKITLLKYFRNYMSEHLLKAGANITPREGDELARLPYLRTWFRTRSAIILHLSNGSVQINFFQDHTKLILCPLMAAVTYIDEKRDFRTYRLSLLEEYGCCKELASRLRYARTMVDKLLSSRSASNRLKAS
# WRN helicase inh – WRN helicase (human) inhibition. Q14191. WRN helicase unwinding, fluorescent forked duplex, kinetic. Potency, µM (top dose mostly 114 µM), for the others: at the top dose activity change, negative = inhibition, hits mostly inhibitors. 0.46% of 360,000 active. AID 651768; also: potency is read from the fitted curve at half-maximal effect; % is scaled to controls: 0 for no effect and ±100 for the full control effect; nearly all actives have a fitted effect of over 55% in size
#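 Kinetic red-fluorescence monitoring (525/598 nm) tracks WRN helicase activity after 100 nM fluorophore-quencher forked duplex and 2 mM ATP are added to 20 nM enzyme pretreated 15 min at room temperature with compound.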
# FUS yeast rescue – FUS proteinopathy suppression in yeast; S. cerevisiae FUS-expressing, growth rescue, OD600, 24 h; Potency, µM (titrated, usually from 76.6 µM), for the others: top-dose growth rescue (activation), usual class: activators; 0.24% of 390,000 active; AID 1347120;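 also: potency is read from the fitted curve at half-maximal effect; plate controls were DMSO vehicle for no effect and reference control for full effect; nearly all actives have a fitted effect of over 55% in size; some results filed as inactive show a strong effect at the top dose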
#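 Compound concentration series was pinned onto galactose-induced FUS-expressing yeast seeded at OD 0.005. Plates sat 24hr at 30C; absorbance at 600 nm gave growth. DMSO served as background control.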
# PI5P4Ka inh – blocks human PI5P4K alpha kinase activity; P48426; PI5P4Kalpha enzyme, ADP-Glo luminescence, 60 min; hits give low values; max response, %; 1.2% of 330,000 active; AID 652105; active = max response of -50% or lower; inconclusive = between -30% and -50%; inactive = -30% or higher; also: value at the top dose of about 77 µM; % is scaled to controls: 0 for no effect and ±100 for the full control effect
# Target sequence (P48426 whole entry, looked up): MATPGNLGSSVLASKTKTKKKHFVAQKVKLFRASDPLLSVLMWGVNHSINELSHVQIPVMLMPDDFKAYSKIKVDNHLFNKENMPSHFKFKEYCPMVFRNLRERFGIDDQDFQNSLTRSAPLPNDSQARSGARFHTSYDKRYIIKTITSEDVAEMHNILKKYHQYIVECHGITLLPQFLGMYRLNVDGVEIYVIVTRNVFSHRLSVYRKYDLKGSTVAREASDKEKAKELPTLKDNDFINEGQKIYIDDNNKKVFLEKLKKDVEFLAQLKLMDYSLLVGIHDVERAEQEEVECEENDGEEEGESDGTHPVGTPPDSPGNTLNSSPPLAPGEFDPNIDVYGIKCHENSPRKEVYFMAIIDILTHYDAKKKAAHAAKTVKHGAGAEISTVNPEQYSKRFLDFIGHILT
#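 Single end-point luminescence (ADP-Glo) quantified ADP from PI5P4Kalpha turnover; ATP 5 microM final, 1 h at RT, 0.1% CHAPS and 0.28 mM EGTA in HEPES pH 7.4.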
# Abeta rescue – A-beta toxicity reversal in yeast; yeast expressing A-beta42, growth rescue, OD600, 48 h; response scale: 0% DMSO, 100% iron-clioquinol control; Potency, µM (titrated, usually from 46.1 µM), without a hit: at the top dose growth rescue, usual class: activators; 0.063% of 410,000 active; AID 1347071; also: potency is read from the fitted curve at half-maximal effect; nearly all actives have a fitted effect of over 55% in size
#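 Yeast A-beta toxicity model in growth medium with pinned compounds, 48 h at 30 C; growth read as absorbance at 600 nm. Normalized to FeCl3/clioquinol equimolar mix (positive) and DMSO (negative).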
# Starred values were filed as active, the others as inactive; ? = inconclusive; / = not tested or not shown; [ ] = remark or other dose. Unless noted, calls follow the shape of the dose curve; as a rule, active = well fitted curve in the direction sought with a large enough effect; inconclusive = small, poorly fitted or top-dose-only effect, or another doubt; inactive = no such curve, though single readings can be large; an effect the other way counts as inactive or inconclusive. Compounds were not picked by outcome; any-hit rate near 4.1%.
# Sample of the layout:
SMILES,EPAC1 antagonist,IL-2 act,EPAC1 ag,PLK1 PBD block,WRN helicase inh,FUS yeast rescue,PI5P4Ka inh,Abeta rescue
O=C(CSc1ccc(-c2cccnc2)nn1)Nc1ccc(F)cc1F,1%,-0.5,0%,-6%,-9%,10%,-5,2%
C=COc1ccc(N2C(=O)c3ccccc3OC2C)cc1 (centres undefined),-1%,2.6,-1%,-10%,-25%,6%,3,-2%
O=P(COCCO)(c1ccccc1)c1ccccc1,6%,2.7,-2%,-3%,-7%,-26%,4,-2%

# Results, from the first entry:
SMILES,EPAC1 antagonist,IL-2 act,EPAC1 ag,PLK1 PBD block,WRN helicase inh,FUS yeast rescue,PI5P4Ka inh,Abeta rescue
O=C(CSc1ccc(-c2cccnc2)nn1)Nc1ccc(F)cc1F,1%,-0.5,0%,-6%,-9%,10%,-5,2%
C=COc1ccc(N2C(=O)c3ccccc3OC2C)cc1 (centres undefined),-1%,2.6,-1%,-10%,-25%,6%,3,-2%
O=P(COCCO)(c1ccccc1)c1ccccc1,6%,2.7,-2%,-3%,-7%,-26%,4,-2%
Cc1cc(C(=O)NC2CCCC(C)C2C)c2ccccc2n1 (centres undefined),5%,1.8,-7%,1%,-4%,9%,7,4%
Cc1ccc(NC(=S)N/N=C/c2ccc([N+](=O)[O-])s2)cc1,-9%,-0.9,-3%,-4%,-12%,0%,4,0%
Cc1cnc(C(=O)Nc2cccc(S(=O)(=O)N(C)C)c2)cn1,6%,0.7,8%,6%,-14%,5%,-12,19%
COc1ccc(OC)c(NC(=O)Nc2ccc3[nH]ccc3c2)c1,-17%,-0.4,-1%,2%,5%,1%,4,0%
Cc1ccc(S(=O)(=O)NCc2ccc(C(=O)N3CCN(c4ccccn4)CC3)cc2)cc1,5%,0.0,4%,-7%,-1%,11%,-3,-1%
COc1ccccc1NC(=O)CSC1=NC(=O)C(NC(C)=O)C(=O)N1 (centres undefined),13%,1.4,1%,-17%,-3%[57.1 µM],-3%,-3,14%
CCN1CCN(Cc2c(OC)ccc3ccccc23)CC1,4%,-3.9,0%,-1%,6%,26%,/,2%
Cc1nc2ccc(Cl)cc2nc1C,-8%,-0.4,2%,-2%,-15%,-1%,-1,5%
CCOc1ccc(N2CC(C(=O)Nc3ccncc3)CC2=O)cc1 (centres undefined),0%,3.7,7%,-9%,-6%,-14%,-6,9%
O=C1NC(=Nc2ccccc2Cl)S/C1=C\c1cccc([N+](=O)[O-])c1,-23%,-0.6,10%,27µM*,-26%,15%,-27,-63%[inhibitor]
Cc1[nH]c2ccccc2c1C(=O)C(=O)NCCOc1ccccc1,-21%,-0.8,5%,25%,-11%,-5%,5,0%
CCCCN(C(=O)c1cc2c(s1)CCCC2)c1c(N)n(CCC)c(=O)[nH]c1=O,-5%,-0.1,-10%,-4%,0%,-12%,?,1%
C[C@H](O)Cc1cc2ccccc2c(=O)o1,-8%,0.8,-5%,-3%,1%,-5%,-13,-11%
COc1ccc(-c2noc(N3CCC(C(=O)Nc4ccccc4OC)CC3)n2)cc1,-6%,-2.6,-3%,-9%,-6%,-12%,6,-9%
O=C(NC(NC(=S)Nc1ccccc1Cl)C(Cl)(Cl)Cl)c1cccc(Cl)c1 (centres undefined),-22%,-0.5,23%,?,-8%,/,-9,3%
Cc1ccnc(NS(=O)(=O)c2cc([N+](=O)[O-])ccc2C)c1,-4%,-2.1,-2%,4%,-1%,-15%,-2,-8%
CCOC(=O)c1cc(CC)sc1NC(=O)CN1CCN(C(=O)C2CCCO2)CC1 (centres undefined),-23%,-5.7,-7%,-15%,-22%,?,-1,-7%
COc1cccc(C(c2nnnn2-c2c(C)cccc2C)N2CCN(C/C=C/c3ccccc3)CC2)c1OC (centres undefined),-29%,-0.7,-1%,4%,-14%,23%,6,0%
CC(C)[C@@H]1Cc2[nH][nH]c(=O)c2[C@H](c2ccc(F)cc2)O1,-12%,-1.0,1%,24µM*,-2%,2%,-4,11%
CCN1C(=O)[C@H]2[C@@H](c3ccc(C(F)(F)F)cc3)N[C@]3(CCCN(Cc4ccccc4)C3=O)[C@H]2C1=O,19%,3.2,-25%,-11%,-15%,31%,5,0%
CCCCc1ccc(Nc2ncccc2C#N)cc1,-2%,-0.2,13%,2%,-8%,5%,3,8%
CCOc1ccc(C(=O)CC(C(=O)O)N2CCN(Cc3ccccc3)CC2)cc1 (centres undefined),22%,-0.6,4%,-23%,-24%,5%,6,21%
COCP(=O)(c1ccccc1)c1ccccc1,8%,-0.3,-7%,-4%,-6%[57.1 µM],-16%,/,-9%
COc1cc(CC(=O)N2CCN(S(=O)(=O)c3ccc(C)cc3)CC2)cc(OC)c1OC,-3%,0.3,4%,1%,3%,7%,2,3%
Cc1ccc(NC(=O)CN2CCC(NC(=O)Cc3ccccc3)CC2)cc1C,11%,-2.4,0%,-2%,-17%,1%,/,-18%
Cc1nn(-c2ccc([N+](=O)[O-])cc2)c2c1C(c1cccc(Br)c1)N1C(=N2)C(=O)Nc2ccccc21 (centres undefined),2%,-0.5,-3%,3%,1%,23%,1,23%
Cc1cccc(NS(=O)(=O)c2cccc(C(=O)NCC3(N4CCCCC4)CCCCC3)c2)c1,16%,-0.9,1%,-14%,3%,7%,7,-2%
COC(=O)C(C)n1cnc2c(nnn2-c2cccc(OC)c2)c1=O (centres undefined),-9%,-0.2,-6%,-7%,-11%,4%,1,-13%
CC(=O)NC1CC2CCCC(C1)N2C(=O)Nc1cccc(C)c1 (centres undefined),-4%,0.3,5%,-8%,-1%,0%,1,-20%
CC(C)(C)c1cc(Cl)ccc1OCCn1ccnc1,-12%,-5.4,-1%,-18%,9%,5%,7,-6%
CC(NC(=O)CCNS(=O)(=O)c1ccc2c(c1)c(=O)n(C)c(=O)n2C)c1ccccc1 (centres undefined),-10%,7.3,10%,-7%,0%,25%,/,-23%
Cc1ccsc1CNS(=O)(=O)c1ccc(F)cc1,21%,0.5,-5%,2%,-9%,-5%,-1,5%
Fc1ccc(Nc2ncnc3ccccc23)cc1,-6%,-0.1,-3%,7%,-11%,14%,-4,3%
COC(=O)CN(c1ccccn1)S(=O)(=O)c1ccccc1,-18%,0.9,2%,-9%,4%,11%,2,-4%
COc1ccccc1-c1cc(C(=O)Nc2cccnc2)no1,-4%,-2.6,6%,-3%,-11%,18%,/,13%
COc1cccc(COC(=O)Nc2ccccc2F)c1,-15%,0.7,0%,-2%,-6%,12%,-4,-4%
COC(=O)c1ccc(OC)c(Cn2c(=O)n(C)c(=O)c3ccccc32)c1,-37%,1.6,-4%,-15%,-1%,3%,-3,-7%

# Arranged by value in EPAC1 antagonist (rising): some entries from above
structure | EPAC1 antagonist | IL-2 act | PLK1 PBD block | WRN helicase inh | PI5P4Ka inh
CC(NC(=O)CCNS(=O)(=O)c1ccc2c(c1)c(=O)n(C)c(=O)n2C)c1ccccc1 (centres undefined) | -10% | 7.3 | -7% | 0% | /
Cc1nn(-c2ccc([N+](=O)[O-])cc2)c2c1C(c1cccc(Br)c1)N1C(=N2)C(=O)Nc2ccccc21 (centres undefined) | 2% | -0.5 | 3% | 1% | 1
Cc1ccsc1CNS(=O)(=O)c1ccc(F)cc1 | 21% | 0.5 | 2% | -9% | -1

# More entries follow.
SMILES,EPAC1 antagonist,IL-2 act,EPAC1 ag,PLK1 PBD block,WRN helicase inh,FUS yeast rescue,PI5P4Ka inh,Abeta rescue
O=C(CSCc1ccc(Cl)cc1)Nc1ccc(S(=O)(=O)N2CCOCC2)cc1,-13%,-1.6,1%,-5%,-10%[57.1 µM],14%,9,0%
CCCn1c2ccc(F)cc2c2nnc(NN)nc21,-1%,-0.5,-9%,-10%,17%,-17%,1,-6%
COc1ccc(-c2ccc3c(c2)O[C@@H](CN(C)C(=O)c2ccccc2F)[C@@H](C)CN([C@@H](C)CO)S3(=O)=O)cc1,10%,-3.3,-5%,5%,4%,?,3,9%
Cc1ccc(-n2ncc3c2CC(C)(C)CC3NC(=O)CCCN2CCCCC2=O)cc1 (centres undefined),27%,1.4,7%,27µM*,0%,6%,6,16%
CCOc1ccc(NC(=O)CC2Nc3ccccc3NC2=O)cc1 (centres undefined),6%,0.3,12%,-1%,3%,24%,0,21%
Cc1cc(C)n2c(Br)c(CN3CCCC(C)C3)nc2n1 (centres undefined),0%,-0.4,-2%,-4%,0%,23%,2,4%
O=C(c1ccc(COc2ccccc2Br)o1)N1CCCCCC1,10%,-2.4,12%,-14%,-5%,28%,/,-13%
COc1cccc(/C=C2\SC(=S)N(N3C(=O)CCCC3=O)C2=O)c1,-20%,0.6,12%,-15%,-1%,0%,5,23%
Oc1cc(Cc2ccccc2)cnc1CN1CCOCC1,14%,0.2,-4%,-1%,-1%,-19%,-4,10%
COc1ccccc1C(=O)NC(=O)CSc1nnc(C)s1,3%,-1.5,1%,3%,2%,-13%,-3,5%
CC(O)CNc1ccc(-c2nn(C)c(=O)c3ccccc23)cc1[N+](=O)[O-] (centres undefined),-33%,-1.4,-7%,-11%,-14%,33%,1,4%
CCOCCCNC(=O)c1cc(Sc2ccc(C)cc2)nc2ccccc12,-13%,-4.4,-9%,-5%,0%,18%,1,-14%
CCOc1cc(/C=N/NC(N)=O)cc(Br)c1OCC(=O)Nc1ccccc1C,0%,-2.1,-3%,-1%,-4%,12%,6,8%
O=C1c2cccnc2C(=O)N1c1ccccc1-c1ccccc1,2%,-0.1,1%,4%,-1%,/,-2,0%
CCn1cc(C(=O)N2CC(C)CC(C)C2)c(=O)c2cc(S(=O)(=O)N3CCOCC3)ccc21 (centres undefined),9%,-1.2,8%,-3%,3%,18%,0,21%
O=S(=O)(Nc1cccnc1)c1ccc(F)cc1,1%,-0.4,0%,-5%,8%,15%,3,4%
CCOC(=O)CC(=O)CSc1nc2c(sc(=S)n2-c2ccc(C)c(C)c2)c(=O)[nH]1,-7%,-0.1,3%,-27%,-14%,24%,-28,-15%
COc1ccccc1N1CCN(Cc2nc(N)nc(Nc3ccc(C)cc3)n2)CC1,4%,0.2,5%,-19%,5%,15%,4,-5%
CCC(C(=O)Nc1ncc(C)s1)c1ccccc1 (centres undefined),-8%,-2.4,-2%,-11%,-4%,-9%,0,?
CCOc1ccccc1NC(=S)N1CCN(c2cccc(OC)c2)CC1,9%,-0.1,8%,2%,3%,26%,6,?
Oc1c(N=Nc2ccccc2)sc2ccccc12,0%,-0.2,-5%,-14%,-12%,-4%,-7,5%
O=C(O)CC1(CC(=O)NCc2ccncc2)CCCCC1,20%,0.7,-2%,4%,-3%,-16%,-2,-12%
Cc1ccc(CC(CC(=O)O)C(=O)NCC23CC4CC(CC(C4)C2)C3)cc1 (centres undefined),-8%,-0.2,6%,-11%,-5%[57.1 µM],-5%,-2,13%
